MEP2 TOR yeast: modulators of MEP2-GFP levels in yeast, primary screen, S. cerevisiae, multiplex flow cytometry, MLPCN library; S. cerevisiae MEP2-GFP strain, 3 h; 100% = DMSO control level; hit rate 0.51% among 330,000; GFP response vs DMSO, % at 10 µM;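 active = GFP response versus DMSO above a set limit, roughly screen mean plus 3 SD, cut at about 180% in these data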;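 also: median GFP fluorescence of the barcode-gated MEP2-GFP cells per well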
LAP4-GFP MLPCN: modulators of LAP4-GFP expression in yeast, primary screen, S. cerevisiae, multiplex flow cytometry, MLPCN library; GFP response vs DMSO, % at 10 µM; AID 2023, 2009; hit rate 0.34% among 320,000; 3 h; median GFP as percent of DMSO wells;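 active = GFP response vs DMSO above a set limit, about the screen mean plus 3 SD, cut at about 150% in these data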
RPL19A TOR yeast: RPL19A-GFP expression modulators in yeast, primary screen, cell-based, S. cerevisiae, multiplex flow cytometry, MLPCN | S. cerevisiae RPL19A-GFP strain, 3 h; active compounds read low | percent response vs DMSO, % at 10 µM | hit rate 0.3% among 330,000;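 active = percent response vs DMSO below 50%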;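 also: median channel GFP fluorescence of the barcoded RPL19A-GFP strain; ratio of sample median GFP to plate DMSO average so 100% = DMSO; lower means less RPL19A-GFP as with rapamycin TOR inhibition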
ZTA counter: blocks Epstein-Barr virus ZTA, an EBNA-1 counter-screen; inhibition, % at 11 µM; P03206; hit rate 0.15% among 320,000; ZTA-DNA binding, fluorescence polarization; in the data active = inhibition above about 33%
EBNA-1 inh: EBNA-1 DNA-binding inhibitors, primary screen, biochemical, fluorescence polarization; AID 1950, 2009; inhibition, % at 14.8 µM; hit rate 0.34% among 300,000; in the data active = inhibition above about 28%
proCasp7 act: procaspase-7 activators, primary screen, counter-screen for procaspase-3 activator project, biochemical, absorbance, HTS, human; activation, % at 8.5 µM; recombinant procaspase-7, Ac-DEVD-pNA absorbance 405 nm; D23A/D198A/D206A triple mutant, cannot self-cleave; scale: DMSO 0, 5 µM enzyme 100; hit rate 0.093% among 330,000; AID 463210, 2010; Caspase-7 (Homo sapiens), P55210;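 active = percent activation above the screen-wide mean plus 3 SD, cut at about 25% in these data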
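Material: Procaspase-7 triple mutant (PC-7 D3A) | Quantity: 2 µM procaspase-7 mutant as dispensed | Reagent: DEVD-pNA substrate | Times: 1 h preincubation, 2 h reaction | Technique: 405 nm absorbance of p-nitroaniline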
procasp3 activ: activators of human procaspase-3 D3A mutant, primary screen, biochemical, absorbance, PC-3 D3A mutant, single concentration; Caspase-3 (Homo sapiens), P42574; recombinant procaspase-3 D3A, Ac-DEVD-pNA absorbance 405 nm; activation, % at 8.5 µM; hit rate 0.11% among 330,000; AID 463141, 2010;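 active = activation above the mean of all tested compounds plus 3 SD, cut at about 21% in these data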;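 also: 0% = DMSO alone and 100% = DMSO wells spiked with extra 5 µM PC-3 D3A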
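assay system = Procaspase-3 D3A mutant | signal = absorbance at 405 nm, 0 and 120 min | times = 1 h preincubation plus 2 h reaction at 25 °C | repeats = single replicate | read-out = % activation between DMSO and enzyme-spiked controls | medium = Zinc-free HEPES saline buffer with Triton X-100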
AHR act: AHR activators, primary screen, cell-based, luminescence, luciferase reporter, human. AID 2796, 2010. hit rate 2.5% among 320,000. AHR-responsive luciferase reporter cells. activation, % at 5 µM; in the data active = activation above about 47%;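 also: 0% = vehicle wells and 100% = reference agonist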
* hit, by the source's call; / = not tested or not shown; + = active, no number; [ ] = remark or other dose.

no.	smiles	procasp3 activ	MEP2 TOR yeast	RPL19A TOR yeast	EBNA-1 inh	ZTA counter	LAP4-GFP MLPCN	AHR act	proCasp7 act
1	CCCC(C)c1nc(C(N)=O)c2[nH]c(=O)n(-c3ccc(OC)cc3OC)c2n1 (stereo unspecified)	-7	109	103	4	-6	107	-1	-1
2	O=C(COC(=O)COc1ccccc1)NC1CCCC1	1	98	95	/	1	91	1	-1
3	Cc1ccc2c(c1)nnn2C1CCN(C(=O)NCc2ccccc2)CC1	3	96	97	-15	-8	103	1	2
4	COc1ccccc1Oc1nnnn1-c1ccc(C(N)=O)cc1	3	111	108	2	-7	112	12	0
5	CCOC(=O)C1CCCN(C(=O)C(=O)c2cn(CC(=O)N3CCOCC3)c3ccccc23)C1 (stereo unspecified)	-8	99	102	2	21	94	4	0
6	Nc1c(C(=O)Nn2cnnc2)cc([N+](=O)[O-])cc1[N+](=O)[O-]	-12	100	98	-9	14	94	2	-12
7	COc1ccc(CNC(=O)c2cc(-c3ccc(OC)c(OC)c3)on2)cc1	3	100	99	-4	4	109	-9	4
8	CCOC(=O)N1CCN(CC(O)c2ccccc2)CC1 (stereo unspecified)	-3	103	102	1	0	83	-1	6
9	Cc1[nH]c2ccccc2c1C(=O)CN1CCN(c2ccc(Cl)cc2)CC1	14	112	104	15	0	93	3	7
10	Cc1nc(S(=O)(=O)Cc2ccccc2Cl)nc2c1CCC2	9	94	92	-11	-18	96	2	0
11	COc1ccc(C2/C(=C(/O)c3ccc(OC(C)C)cc3)C(=O)C(=O)N2CCCN2CCOCC2)cc1 (stereo unspecified)	-6	100	97	-3	1	96	2	-44
12	Clc1cccc(Cl)c1COn1nnc2ccccc21	-1	98	94	7	-10	115	19	-2
13	Cc1ccc2c(c1)N(CC(=O)Nc1c(C)cccc1C)C(=O)c1cccnc1O2	1	104	100	-6	2	99	2	1
14	CN(Cc1ccccc1)C(=O)c1nc2ccccn2c1CN1CCCC1c1nccs1 (stereo unspecified)	0	105	103	8	1	96	15	3
15	Cc1ccc(S(=O)(=O)N(C)C)cc1NC(=O)COC(=O)Cc1n[nH]c(=O)c2ccccc12	5	99	103	1	-14	100	3	6
16	CCc1nnc(SCC(=O)Nc2ccccc2Cl)nc1CC	-2	101	98	-4	-7	118	5	0
17	CC(=O)Nc1cc2nn(-c3ccccc3)nc2cc1Cl	-1	103	98	-6	-20	115	57*	1
18	CCOC(=O)C1CCCN(C(=O)c2cc(S(=O)(=O)N3CCCCC3)ccc2Cl)C1 (stereo unspecified)	2	98	95	-15	2	104	-2	4
19	COc1cccc(CNC(=O)CSc2nnc3c(n2)[nH]c2ccc(OC)cc23)c1	-7	87	93	11	9	88	10	1
20	Cc1ccccc1CCN(C(=O)Cn1nnc2ccccc21)C(C(=O)NC(C)(C)C)c1ccsc1 (stereo unspecified)	0	114	111	7	-4	105	0	-7
21	CNC[C@H](O)c1ccc(O)c(O)c1	-23	100	102	-4	-12	97	-1	-33
22	CC(C)C(=O)NC(c1ccc(Cl)cc1Cl)c1ccc2cccnc2c1O (stereo unspecified)	5	110	99	5	-3	88	-3	-4
23	COc1ccccc1N1CCN(C(=O)CN2C(=O)c3cccc4cccc(c34)C2=O)CC1	4	94	95	7	2	99	-1	2
24	Cc1ccc(NC(=O)c2cc(CC(C)C)nc3ccccc23)cc1	-2	113	106	4	6	100	4	-10
25	COc1ccc(/C=N/NC(=O)CCN2CCN(c3ccccc3)CC2)c(OC)c1OC	-1	102	102	-17	-3	90	6	5
26	Cc1ccc(CN(Cc2ccccn2)C(=O)Nc2c(F)cccc2F)cc1	1	104	99	1	16	92	3	-10
27	C/C(CCc1ccc2c(c1)OCO2)=N\N=C1\NC(=O)CC(C(=O)Nc2ccccc2)S1 (stereo unspecified)	-5	100	97	9	14	96	1	-12
28	O=C(Cc1ccccc1)N/N=C/c1cccc([N+](=O)[O-])c1	0	99	100	1	-9	92	5	-6
29	O=C(Nc1cc2c3c(c1)CC(=O)N3CCC2)c1ccco1	0	105	102	4	-7	94	11	11
30	COc1ccc(Cl)cc1C(=O)C1CCCN(Cc2cnc(N3CCOCC3)s2)C1 (stereo unspecified)	2	99	96	-3	10	109	8	-1

no.	smiles	procasp3 activ	MEP2 TOR yeast	RPL19A TOR yeast	EBNA-1 inh	ZTA counter	LAP4-GFP MLPCN	AHR act	proCasp7 act
31	CCOCC(=O)N1CCCC(C(=O)OCC)C1 (stereo unspecified)	2	90	90	-12	-12	81	1	1
32	CCN1CCN(C(=O)CN(C)S(=O)(=O)c2cc(C)ccc2OC)CC1	2	106	98	3	-11	108	-2	-5
33	O=C(OCc1cccc([N+](=O)[O-])c1)c1ccncc1	3	119	109	7	3	95	-2	2
34	O=C(CN1C(=O)COc2ccc(S(=O)(=O)N3CCCCC3)cc21)NCc1ccccc1Cl	0	105	110	-16	-15	108	2	-8
35	O=C(Cn1nnc2ccccc21)OCC(=O)c1ccccc1	3	90	91	2	0	89	0	15
36	Cc1nn(C)c(Oc2ccccc2)c1CCNC(=O)C(C)(C)C	-2	88	91	-6	-10	80	0	0
37	COc1ccc(C(=O)C(C)OC(=O)CN2C(=O)c3ccccc3C2=O)cc1 (stereo unspecified)	3	97	95	/	/	95	-3	8
38	Cc1nn(C(=O)N2CCOCC2)c(C)c1C	8	89	94	2	-5	101	-2	2
39	COCCn1c(Sc2ccccc2)nc2c1c(=O)[nH]c(=O)n2C	7	110	103	2	-10	109	1	13
40	COCCCNc1oc(-c2ccccc2F)nc1C#N	13	106	98	-3	17	111	16	7
41	COc1ccc(-c2cc(C(F)(F)F)n3nc(C(=O)N4CCCCC4)cc3n2)cc1OC	-1	99	100	-11	-3	101	0	-5
42	COc1cc2c(c(OC)c1O)C(=O)CO2	1	108	101	-4	10	90	4	10
43	O=S(=O)(c1ccc(Cl)cc1)c1cnc(-c2cccnc2)nc1-c1ccccc1	-8	221*[may fluoresce violet]	56[may fluoresce violet]	-3	1	92[may fluoresce violet]	-2	10
44	CCN1C(=O)[C@@H]2[C@@H](c3ccc(-c4ccc5c(c4)OCO5)c(OC)c3)N3CCCC[C@@]3(C(=O)OC)[C@@H]2C1=O	2	106	102	6	13	99	0	12
45	CCn1c(C)cc(C(=O)CSc2nnnn2C2CCCC2)c1C	2	110	103	/	11	114	-3	11
46	O=C(/C=C/c1ccccc1)OCCN=C1NS(=O)(=O)c2ccccc21	8	111	111	-1	16	98	-1	0
47	Cc1cccc(C(=O)N[C@H](C(=O)NCCc2ccc(Cl)cc2)C(C)C)c1	3	97	89	5	1	89	5	-6
48	CCCCNC(=O)NCC(=O)Nc1ccc(F)c(F)c1	2	108	99	-14	0	97	2	8
49	CCC(=O)Nc1nnc(S(=O)(=O)N2c3ccccc3CC2C)s1 (stereo unspecified)	8	95	99	-4	12	104	-2	-1
50	CC(=O)c1ccccc1NC(=O)COC(=O)c1ccccc1NC(=O)c1ccccc1	-3	+[may fluoresce green]	249[may fluoresce green]	8	10	986*[may fluoresce green]	14	13
51	COC(=O)c1ccc(-c2noc(CN(C)Cc3ccncc3C)n2)cc1	-8	98	90	3	-11	119	4	11
52	COC(=O)CCCCC(=O)C1C(=O)CC(C)(C)C(C(=O)OC)C1=O (stereo unspecified)	2	95	98	3	12	91	-2	4
53	COC(=O)c1c(C)[nH]c(O)c1C=Nc1ccc(Oc2ccccc2)cc1	4	97	103	-10	-2	92	-3	5
54	Cc1nnc(SCc2cc(=O)oc3ccc4ccccc4c23)n1Cc1ccccc1	-2	94	98	-3	-2	89	21	-13
55	COc1cccc(N2C(=O)CC(N3CCN(CCN=CC4=C(O)CC(C)(C)CC4=O)CC3)C2=O)c1 (stereo unspecified)	-17	100	98	6	8	97	0	-1
56	C#CCNC(=O)C1=C[C@@H](c2ccc3c(c2)OCO3)C[C@@H](OCc2ccc(CO)cc2)O1	8	/	/	7	-8	/	-1	0
57	CCOc1ccccc1C(=O)Nc1cc(OC)ccc1OC	3	106	99	0	-2	123	-2	6
58	CCOc1ccc(C(CC(=O)O)n2cnnn2)cc1OC (stereo unspecified)	1	106	97	-2	-10	107	1	-6
59	COCCN(CCOC)c1ncnc2c1cnn2-c1ccc(Cl)cc1	-1	102	94	-2	-12	109	8	13
60	COc1ccc(/C(C)=N/Nc2ccc(C(=O)O)cc2)c(OC)c1	8	106	105	6	2	95	-1	-8

no.	smiles	procasp3 activ	MEP2 TOR yeast	RPL19A TOR yeast	EBNA-1 inh	ZTA counter	LAP4-GFP MLPCN	AHR act	proCasp7 act
61	COc1ccc2nc(NC(=O)CSc3nc4ccccc4o3)sc2c1	3	100	99	-10	-26	106	5	-4
62	O=C(/C=C/c1ccccc1)N(c1ccccn1)C1CCCCC1	9	84	94	-1	-4	93	11	17
63	O=C(CN1C(=O)NC2(CCCCC2)C1=O)Nc1cccc(Cl)c1Cl	8	97	99	/	0	107	-1	1
64	Cc1ccc(CNC(=O)CN(Cc2ccccc2)S(C)(=O)=O)cc1	5	102	100	-4	-12	101	6	9

Reformatted in transposed form: part of the list above
62: O=C(/C=C/c1ccccc1)N(c1ccccn1)C1CCCCC1
64: Cc1ccc(CNC(=O)CN(Cc2ccccc2)S(C)(=O)=O)cc1
61: COc1ccc2nc(NC(=O)CSc3nc4ccccc4o3)sc2c1
63: O=C(CN1C(=O)NC2(CCCCC2)C1=O)Nc1cccc(Cl)c1Cl

assay / compound | 62 | 64 | 61 | 63
procasp3 activ | 9 | 5 | 3 | 8
MEP2 TOR yeast | 84 | 102 | 100 | 97
RPL19A TOR yeast | 94 | 100 | 99 | 99
EBNA-1 inh | -1 | -4 | -10 | /
ZTA counter | -4 | -12 | -26 | 0
LAP4-GFP MLPCN | 93 | 101 | 106 | 107
AHR act | 11 | 6 | 5 | -1
proCasp7 act | 17 | 9 | -4 | 1
